# eIF4E 4G PPI – eIF4E–eIF4G protein interaction inhibitors, primary screen, biochemical, uHTS, TR-FRET, eIF4GI fragment; Eukaryotic translation initiation factor 4E (Mus musculus) + Eukaryotic translation …; TR-FRET eIF4E-eIF4GI(517-606) binding, 2 h; inhibition, % at 21.7 µM; 220,000 compounds, 0.37% hits;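 active means inhibition above about 30%, limit read from the data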;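 further: 0% = full FRET control wells and 100% = background wells lacking eIF4GI fragment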
# FXIIa inh – human FXIIa protease inhibitors, primary screen, biochemical, 1536-well; Coagulation factor XII (Homo sapiens), P00748; purified FXIIa, Boc-QGR-AMC fluorogenic substrate, 2 h; inhibition, % at 5 µM; 220,000 compounds, 0.3% hits; in the data active means inhibition above about 40%;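 further: 0% = enzyme with no compound and 100% = blank without enzyme; many of its hits are not listed in these tables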
# p97 inhibitor – inhibitors of human p97 ATPase, primary screen, biochemical; inhibition, % at 8 µM; recombinant p97 ATPase, Kinase-Glo ATP luminescence, 3 h; AID 1481, 2009; 220,000 compounds, 0.42% hits; in the data active means inhibition above about 15%;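 further: 0% = DMSO vehicle and 100% = wells lacking enzyme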
# KLK5 inh – human KLK5 protease inhibitors, primary screen, biochemical, 1536-well; Kallikrein-5 (Homo sapiens), Q9Y337; recombinant hK5, fluorogenic AMC substrate cleavage; inhibition, % at 5 µM; 210,000 compounds, 0.59% hits;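 active means inhibition of 40% or more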;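 further: 0% = enzyme controls without compound and 100% = no-enzyme blanks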
# 14-3-3 Bad PPI – inhibitors of 14-3-3 zeta/Bad binding, primary screen, biochemical, TR-FRET, bovine 14-3-3 zeta. TR-FRET 14-3-3zeta/Dy647-pBad peptide displacement, 1 h. inhibition, % at 21.7 µM. 220,000 compounds, 0.71% hits;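 active means inhibition above about 70%, limit read from the data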;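 further: 0% = full 14-3-3 plus peptide FRET controls and 100% = background without 14-3-3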
# FXIa inh 1536 – human FXIa protease inhibitors, primary screen, biochemical, 1536-well. Coagulation factor XI (Homo sapiens), P03951. purified FXIa, Boc-Glu-Ala-Arg-AMC fluorogenic substrate. inhibition, % at 5 µM. 220,000 compounds, 0.14% hits. AID 798, 2007;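 active means inhibition of at least 40%; inactive means inhibition below 40%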;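 further: fluorescence of freed AMC excited at 355 nm; 0% = enzyme without compound and 100% = no enzyme blank; many of its hits are not listed in these tables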
# Rad51 HR inh – human RAD51 strand exchange inhibitors, primary screen, biochemical, fluorescence; DNA repair protein RAD51 homolog 1 (Homo sapiens), Q06609; hRad51 DNA strand exchange, fluorescence dequenching; inhibition, % at 10 µM; 200,000 compounds, 0.085% hits; AID 1385, 2008;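 active means inhibition above 40% at the single screening dose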;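 further: 0% = DMSO control wells and 100% = blanks with heterologous ssDNA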
#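 System: hRad51 filaments on single-stranded DNA; reagent: Fluorescein- and BHQ1-tagged 47-mer duplex; compound dosing: one concentration, 10 µM final; timing: filaments 15 min 37 °C, then compound 30 min; measured by: fluorescein emission 520 nm, excitation 485 nm; benchmarks: per-plate controls and blanks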
# Wee1 stabilizer – Wee1 degradation inhibitors, primary screen, cell-based, HeLa, Wee1K328M-luciferase, luminescence; HeLa Luc-Wee1K328M stability; 100% = proteasome inhibitor MG132 effect; AID 1321, 2008; Wee1-like protein kinase (Homo sapiens), P30291; reporter increase, % at 5 µM; 220,000 compounds, 1.2% hits;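 active means activation above the mean of all tested compounds plus 3 SD, set per screening run, cut at about 8.8% in these data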;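 further: cells exposed to compound for 20 h before luminescence read; 0% = DMSO alone and 100% = MG132 at 30 µM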
# Target sequence (P30291 whole entry K328M): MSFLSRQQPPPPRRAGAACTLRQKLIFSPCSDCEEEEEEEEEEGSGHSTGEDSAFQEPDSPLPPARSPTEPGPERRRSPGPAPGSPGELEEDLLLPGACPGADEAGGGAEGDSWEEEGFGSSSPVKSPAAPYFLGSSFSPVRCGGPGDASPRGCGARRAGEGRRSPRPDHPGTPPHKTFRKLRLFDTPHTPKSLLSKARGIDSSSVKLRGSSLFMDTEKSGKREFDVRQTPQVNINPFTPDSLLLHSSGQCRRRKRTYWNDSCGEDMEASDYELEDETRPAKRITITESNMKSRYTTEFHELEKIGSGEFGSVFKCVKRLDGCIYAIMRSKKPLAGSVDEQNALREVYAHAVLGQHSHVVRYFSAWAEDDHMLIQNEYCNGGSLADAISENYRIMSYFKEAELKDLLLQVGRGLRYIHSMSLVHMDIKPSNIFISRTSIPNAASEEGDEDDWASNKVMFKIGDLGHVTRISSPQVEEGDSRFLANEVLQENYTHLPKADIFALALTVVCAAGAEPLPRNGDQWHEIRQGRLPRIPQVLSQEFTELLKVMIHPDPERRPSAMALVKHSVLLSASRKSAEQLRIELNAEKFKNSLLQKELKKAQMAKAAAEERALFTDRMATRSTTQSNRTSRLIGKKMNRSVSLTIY
# MDM2 E3 inh – MDM2-luciferase reporter signal enhancers, primary screen, MDM2 E3 ligase inhibitor project, cell-based, luminescence, 1536-well | 210,000 compounds, 0.11% hits | signal enhancement, % at 5 µM | AID 1230, 2008 | cell-based MDM2 ubiquitination luciferase reporter, 2 h; 0 = plate control, 100 = twice control, blank-subtracted;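 active means signal enhancement of 30% or more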;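 further: luminescence tracks abundance of the self-degrading MDM2-luciferase fusion protein; higher signal means inhibition of MDM2 E3 ligase activity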
# Target sequence (Q00987 whole entry, looked up, the tested form may be a part): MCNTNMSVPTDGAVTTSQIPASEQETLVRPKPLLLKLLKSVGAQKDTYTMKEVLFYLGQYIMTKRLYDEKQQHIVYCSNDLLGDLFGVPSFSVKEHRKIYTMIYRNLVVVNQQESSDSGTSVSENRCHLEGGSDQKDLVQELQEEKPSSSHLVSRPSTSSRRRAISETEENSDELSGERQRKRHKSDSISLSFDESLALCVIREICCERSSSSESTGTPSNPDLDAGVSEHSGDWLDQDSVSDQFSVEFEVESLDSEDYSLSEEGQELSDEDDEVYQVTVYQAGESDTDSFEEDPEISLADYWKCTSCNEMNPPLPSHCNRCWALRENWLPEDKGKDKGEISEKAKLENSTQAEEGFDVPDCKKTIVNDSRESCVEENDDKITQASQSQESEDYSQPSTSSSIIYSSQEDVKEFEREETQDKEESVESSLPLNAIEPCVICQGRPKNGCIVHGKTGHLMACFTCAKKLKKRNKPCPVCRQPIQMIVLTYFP
#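 Test system: mammalian cells stably expressing self-ubiquitinating, self-degrading MDM2 E3–luciferase fusion; Amount: 2000 cells in each well; Medium: DMEM; Schedule: 4 h settle plus 2 h compound, 37 °C; Technique: SteadyLite luciferase luminescence after 15 min room-temperature reagent incubation; Benchmarks: plate control and blank wells.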
# Active calls of the source: *; . = no result given; [ ] = remark or other dose. Compounds were not picked by outcome; about 3.5% have a hit in one of these screens.
1) COCc1cc(C)nc(OCC(=O)N/N=C/c2ccc(-c3cccc([N+](=O)[O-])c3)o2)c1C#N
2) Cc1cc(C)cc(C(=O)NC(=S)Nc2ccc3c(c2)OCCO3)c1
3) Cc1c(Br)cc(C(=O)NC2CCCCC2)c(C)c1C
4) O=C1C(Cc2ccccc2O)NC(=S)N1c1ccccc1 (stereo not drawn)
5) O=C(Cn1nnc(-c2ccncc2)n1)Nc1ccc2c(c1)CCC2
6) CCCN1CCCc2cc(CN)ccc21
assay / entry	1	2	3	4	5	6
eIF4E 4G PPI	-2[fluorescence artefact?]	-1[fluorescence artefact?]	11[fluorescence artefact?]	0	5	1
FXIIa inh	15	1	18	10	14	9
p97 inhibitor	1	-3	4	1	4	-1
KLK5 inh	5	1	1	0	4	-8
14-3-3 Bad PPI	10[fluorescence artefact?]	-8	-9	-18	2	40
FXIa inh 1536	7	-3	3	5	5	0
Rad51 HR inh	.	-5	-1	-9	6	-13
Wee1 stabilizer	-1	4	-2	-3	-2	0
MDM2 E3 inh	-15	-15	-3	-4	13	-12

# In the list so far, 2 have four or more nitrogen atoms:
1) COCc1cc(C)nc(OCC(=O)N/N=C/c2ccc(-c3cccc([N+](=O)[O-])c3)o2)c1C#N
5) O=C(Cn1nnc(-c2ccncc2)n1)Nc1ccc2c(c1)CCC2
assay / entry	1	5
eIF4E 4G PPI	-2[fluorescence artefact?]	5
FXIIa inh	15	14
p97 inhibitor	1	4
KLK5 inh	5	4
14-3-3 Bad PPI	10[fluorescence artefact?]	2
FXIa inh 1536	7	5
Rad51 HR inh	.	6
Wee1 stabilizer	-1	-2
MDM2 E3 inh	-15	13

# The results go on.
7) CC1CC(C(F)(F)C(F)(F)F)n2nc(C(=O)O)cc2N1 (stereo not drawn)
8) CC(C)(CN1CCN(c2ccccc2)CC1)NS(=O)(=O)c1ccccc1
9) CCCCC1(Cc2cccc([N+](=O)[O-])c2)C(=O)N(c2ccccc2)N(c2ccccc2)C1=O
10) CS/C(=N\S(=O)(=O)c1ccc(N)cc1)NS(=O)(=O)c1cccs1
11) Cc1cc(C)cc(N2CN=c3s/c(=C\c4ccco4)c(=O)n3C2)c1
12) Cc1ccc(-n2c(-c3nn(C)c(C)c3Cl)n[nH]c2=S)cc1
assay / entry	7	8	9	10	11	12
eIF4E 4G PPI	14[fluorescence artefact?]	3	5	-4	6	-7
FXIIa inh	-1	6	13	4	15	5
p97 inhibitor	0	-6	-2	-6	4	1
KLK5 inh	-5	-2	-10	-22	-20	-12
14-3-3 Bad PPI	19	3	0	18[fluorescence artefact?]	-11	-13
FXIa inh 1536	-6	0	0	6	12	3
Rad51 HR inh	.	3	1	-9	1	10
Wee1 stabilizer	0	0	-1	-1	1	-2
MDM2 E3 inh	-49	-42	-41	-10	-7	-1

13) COc1ccccc1Nc1nc(N)nc(-c2oc3ccccc3c2C)n1
14) Cc1ccc(SC/C(O)=C(\C#N)c2nc3ccccc3s2)cc1
15) CS(=O)(=O)N(CC(=O)Nc1ccc2c(c1)OCO2)Cc1ccccc1
16) COc1ccc(-c2c(C)nn3c(N4CCC(C(=O)NCCN(C)C)CC4)cc(C)nc23)cc1OC
17) O=C(CN1CCN(C(=O)c2cccc(F)c2)CC1)NC1CCCCC1
18) COc1cc(/C=C(\C#N)C(=O)NC(C)C)ccc1OCc1ccc(C(=O)O)cc1
assay / entry	13	14	15	16	17	18
eIF4E 4G PPI	4[fluorescence artefact?]	-2	-2	5	7	0
FXIIa inh	12	11	-6	-10	10	10
p97 inhibitor	-4	21*	-1	4	-1	7
KLK5 inh	-2	3	1	-12	2	-1
14-3-3 Bad PPI	-13[fluorescence artefact?]	11	6	1	75*	-11
FXIa inh 1536	4	4	2	-3	1	1
Rad51 HR inh	-1	-1	3	0	19	-3
Wee1 stabilizer	2	3	0	0	3	3
MDM2 E3 inh	-13	-4	-13	-3	-6	-12

19) CCc1nc2sc3c(c2c(=O)n1NC(=O)CCl)CCCC3
20) O=C(NNC(=O)c1cccnc1)Nc1ccc([N+](=O)[O-])cc1
21) Cc1ccccc1CSc1ncnc2ccccc12
22) Cc1ccc(-c2cc(C(F)F)n3ncc(C(=O)Nc4c(C)nn(Cc5ccccc5Cl)c4C)c3n2)cc1
23) O=C1NC(=S)N/C1=C/c1ccc(-c2c(Br)cc([N+](=O)[O-])cc2Br)o1
24) C=CC[N+]1(CC(=O)NCc2ccc(NC(C)=O)cc2)CCOCC1
assay / entry	19	20	21	22	23	24
eIF4E 4G PPI	-2	-1	0	-1	-12[fluorescence artefact?]	-6
FXIIa inh	1	24	-6	-10	-5	1
p97 inhibitor	0	-6	0	1	7	2
KLK5 inh	11	42*	-20	-3	-2	-7
14-3-3 Bad PPI	-1[fluorescence artefact?]	-13[fluorescence artefact?]	-7	-11[fluorescence artefact?]	95*[fluorescence artefact?]	-4
FXIa inh 1536	-7	9	-3	-8	2	-4
Rad51 HR inh	7	-6	17	0	.	-14
Wee1 stabilizer	-2	-1	-3	5	-1	-1
MDM2 E3 inh	5	-19	-15	-8	-14	.

25) Cc1ccc(CNCCNCCO)s1
26) O=C(NCCCN1CCOCC1)c1cnn2c(-c3ccccc3)cc(-c3ccccc3)nc12
27) O=C(c1c[nH]c(C(=O)N2CCN(Cc3ccccc3)CC2)c1)C1CCCCC1
28) O=C(O)c1ccc2nc(-c3ccccc3)sc2c1
29) O=C(Nc1ccc2c(c1)OCCO2)NC1(C(F)(F)F)Oc2ccccc2O1
30) CN1CC(c2ccccc2)C2(COc3ccccc3C2=O)C12C(=O)Nc1ccccc12 (stereo not drawn)
assay / entry	25	26	27	28	29	30
eIF4E 4G PPI	1	5	-2	-5	3	0
FXIIa inh	7	10	4	12	15	11
p97 inhibitor	4	-4	-6	5	4	2
KLK5 inh	-4	-31	-13	-6	-1	1
14-3-3 Bad PPI	-9	16	-10	-25[fluorescence artefact?]	33	-6
FXIa inh 1536	-9	-1	-3	8	1	-5
Rad51 HR inh	4	.	-40	.	2	9
Wee1 stabilizer	-4	-3	-2	1	-1	3
MDM2 E3 inh	-11	-12	-4	-77	-13	-18

# Among those listed so far, 2 have two or more sulfur atoms:
10) CS/C(=N\S(=O)(=O)c1ccc(N)cc1)NS(=O)(=O)c1cccs1
14) Cc1ccc(SC/C(O)=C(\C#N)c2nc3ccccc3s2)cc1
assay / entry	10	14
eIF4E 4G PPI	-4	-2
FXIIa inh	4	11
p97 inhibitor	-6	21*
KLK5 inh	-22	3
14-3-3 Bad PPI	18[fluorescence artefact?]	11
FXIa inh 1536	6	4
Rad51 HR inh	-9	-1
Wee1 stabilizer	-1	3
MDM2 E3 inh	-10	-4

# Carrying on:
31) CN1C2=CC=CC=CC2=[N+](C)C12C([N+](=O)[O-])=CC(=[N+]([O-])[O-])C=C2[N+](=O)[O-] (stereo not drawn)
32) O=C(Cc1ccc(Cl)cc1)Nc1ccc(-c2cc3ccccc3oc2=O)c(Cl)c1
33) COCCCNC(=O)C1CCCCN1S(=O)(=O)c1ccc(F)cc1 (stereo not drawn)
34) Cc1ccc(-c2c3c(nc4sc(C(N)=O)c(N)c24)CCCC3)o1
35) CC1=CCC(C(=O)O)(C(=O)N/N=C/c2cccs2)C(c2ccc([N+](=O)[O-])cc2)C1 (stereo not drawn)
36) Fc1ccc(Cn2c(-c3cscn3)nc3ccccc32)c(Cl)c1
assay / entry	31	32	33	34	35	36
eIF4E 4G PPI	-4	14[fluorescence artefact?]	-2	-2[fluorescence artefact?]	-2	-3[fluorescence artefact?]
FXIIa inh	4	5	30	3	4	7
p97 inhibitor	-1	2	1	3	2	1
KLK5 inh	0	-20	-20	-13	-1	1
14-3-3 Bad PPI	1	-14[fluorescence artefact?]	-11	14	11[fluorescence artefact?]	4
FXIa inh 1536	2	9	21	-1	1	-7
Rad51 HR inh	4	8	-3	.	2	3
Wee1 stabilizer	0	6	-1	1	1	3
MDM2 E3 inh	7	11	-26	-13	-31	-3

37) COc1ccc(OC)c(N(CC(N)=O)S(=O)(=O)c2ccc(OC)c(OC)c2)c1
38) Cc1cc(=O)[nH]c(SCC(=O)Nc2nnc(SCc3ccccc3)s2)n1
39) COc1ccc(NC(=O)CN(C2CCCCC2)S(C)(=O)=O)cc1Cl
40) COc1ccc(OCCCC(=O)NCCc2ccccc2)cc1
41) COc1cc(C2NC(C(=O)O)Cc3c2[nH]c2ccccc32)cc(OC)c1OC (stereo not drawn)
42) O=C(Nc1cccc(-c2nc3cccnc3s2)c1)c1ccc(Cl)nc1
assay / entry	37	38	39	40	41	42
eIF4E 4G PPI	3[fluorescence artefact?]	0	-5	3	2	-34
FXIIa inh	-6	7	1	1	18	6
p97 inhibitor	-2	2	1	-6	3	-1
KLK5 inh	-11	5	-22	-9	-12	-1
14-3-3 Bad PPI	-10[fluorescence artefact?]	-3	-2	-6	-1	50
FXIa inh 1536	2	-4	-2	5	2	-2
Rad51 HR inh	5	1	0	10	3	.
Wee1 stabilizer	0	5	2	3	7	0
MDM2 E3 inh	-2	10	-2	-2	-16	-14

43) N#CCCCSc1ncccc1-c1nc2ccccc2[nH]1
44) Cc1ccc(-n2nc(C)c3c(C)c(CCC(=O)Nc4ccc(CN5CCCC5)cc4)c(C)nc32)cc1
45) Cc1ccsc1/C=C1/CN(C)Cc2c1nc1ccccc1c2C(=O)O
46) O=C(NC1CCCC1)C(c1ccncc1)N(Cc1cccs1)C(=O)c1csnn1 (stereo not drawn)
47) O=C(Nc1ccccc1)Nc1ccc2nnsc2c1
48) CCC(=O)N1CCN(c2ccc(NC(=O)c3c(F)c(F)c(OC)c(F)c3F)cc2)CC1
assay / entry	43	44	45	46	47	48
eIF4E 4G PPI	6	4	3	2	6	1
FXIIa inh	6	6	3	3	7	15
p97 inhibitor	3	5	8	5	4	6
KLK5 inh	-5	4	-2	0	-7	4
14-3-3 Bad PPI	-1	7	3	0	-2	-3
FXIa inh 1536	-1	4	8	-3	-8	2
Rad51 HR inh	.	1	-4	-2	-3	-3
Wee1 stabilizer	2	-4	11*	1	-1	2
MDM2 E3 inh	-6	-17	-9	-5	-10	-11

49) CN(c1ccccc1)S(=O)(=O)c1ccc(C(=O)Nc2nnc(C3CC3)s2)cc1
50) Cc1ccc(-n2cc(CNCCn3nc(C)cc3C)c(-c3ccc(F)cc3)n2)cc1
51) COC(=O)C1=C(C)NC(C)=C(C(=O)OC)C1c1ccc(C)o1
52) COc1ccc(/C=C/c2cc(C(=O)O)c3ccccc3n2)cc1
assay / entry	49	50	51	52
eIF4E 4G PPI	-2	0	1	-6
FXIIa inh	8	7	2	-2
p97 inhibitor	-2	-4	1	-20
KLK5 inh	-1	0	-1	-4
14-3-3 Bad PPI	12	-10	-5	-1
FXIa inh 1536	-1	-3	-2	-5
Rad51 HR inh	.	5	8	16
Wee1 stabilizer	-1	-4	-3	-3
MDM2 E3 inh	-5	-6	-6	-86
